High-throughput results: PubChem BioAssay, several laboratories
ABCB6 inh 2 – human ABCB6 transporter inhibition | Q9NP58 | K562-ABCB6 porphyrin accumulation, flow cytometry, 1 h; hits give low values | fluorescence ratio to DMSO, % at 10 µM | 360,000 tested, 0.19% active | AID 602162;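 active = fluorescence ratio to DMSO below 75%, the collection mean minus 3 SD; inconclusive = too few cells collected in the well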;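 note: signal is porphyrin accumulated inside mitochondria; 100% equals median channel fluorescence of DMSO control wells; lower ratio means ABCB6 inhibition with less porphyrin fluorescence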
MC4R barr agon – agonists of human melanocortin 4 receptor (MC4R) beta-arrestin; U2OS MC4R beta-arrestin complementation, luminescence; percent of melanotan II response, DMSO zero; P32245; AID 540308; 360,000 tested, 0.98% active; activation, % at 8.9 µM;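 active = activation above a per-plate cutoff, the mean activation of sample wells on that plate plus 3 SD, cut at about 8% in these data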
Glyco luc inh – N-linked glycosylation inhibition. reporter increase, % at 12.5 µM. 360,000 tested, 0.23% active. D54 ERlucT glycosylation luciferase reporter, 24 h; percent of 100 nM tunicamycin response. AID 588692;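 active = mean luciferase reporter signal, scaled so untreated is 0 and the glycosylation-blocking control 100, at or above a set limit in every replicate; inconclusive = mean reaches the limit but not every replicate does; inactive = mean below the limit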;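 note: luciferase carries N-glycosylation sites so blocking glycosylation raises the light; 0% = median of neutral control wells and 100% = median of 100 nM tunicamycin wells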
MC4R antagonist – human MC4R antagonism in cAMP assay; inhibition, % at 6.5 µM; MC4R-expressing cells, MTII-stimulated cAMP, LANCE TR-FRET; 360,000 tested, 0.48% active;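 active = inhibition above its plate's cutoff, the mean of tested wells on that plate plus 3 SD, cut at about 29% in these data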;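 note: 0% = Melanotan II alone and 100% = Melanotan II plus saturating MCL0020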
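System: U2OS cells stably expressing human melanocortin 4 receptor (MC4R). Reagent: Melanotan II challenge after compound preincubation. Doses: 6.5 µM. Times: 30-min compound, 1-h challenge, 1-h detection, room temperature. Measured by: TR-FRET with Eu-cAMP and labeled anti-cAMP, 671 nm. Replicates: singlicate.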
TLR9-MyD88 block – TLR9-MyD88 interaction inhibition; AID 504734; 340,000 tested, 0.21% active; Q9NR96+Q99836; inhibition, % at 4.98 µM; CHO BLA complementation TLR9-MyD88, CCF4 FRET ratio;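 active = inhibition above the mean over all tested compounds plus 3 SD, cut at about 21% in these data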;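 note: 0% = DMSO only wells and 100% = clavulanate BLA inhibitor control wells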
Vif imaging – blocks HIV Vif function | HEK293T cells, Vif self-association by quenched fluorescence, imaging, 24 h | inhibition, % at 7.49 µM | 340,000 tested, 0.35% active | AID 602346; in the data active = inhibition above about 50%, passing the limit was not always enough; inconclusive = no clear call, values can overlap the other calls; inactive = below about 31%; note: some results filed as inactive read as strong as hits
aDG glyco act – alpha-DG glycosylation activation | Pro5-aDG cells, alpha-DG glycosylation AlphaScreen (IIH6); 0% Pro5, 100% B10-LARGE cell signal | activation, % at 10 µM | 360,000 tested, 0.22% active;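 active = activation of at least 8% versus controls, or a plate z-score of at least 8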;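 note: Pro5 are CHO cells carrying HIG-tagged alpha-DG that lacks glycosylation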
Granule exo inh – lytic granule exocytosis inhibition. TALL-104 LAMP-1 surface exposure, flow cytometry; cells stimulated with thapsigargin and PMA. inhibition, % at 10 µM. 360,000 tested, 0.66% active;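 active = inhibition above about 55%, limit read from the data; inconclusive = no clear call, values can overlap the other calls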
NOD2-RIPK2 inh – NOD2-RIPK2 protein interaction inhibition | O43353 | CHO BLA complementation NOD2-RIPK2, CCF4 ratio | inhibition, % at 4.98 µM | 360,000 tested, 0.38% active | AID 624267; in the data active = inhibition above about 21%;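 note: 0% = vehicle only and 100% = reference blocker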
ABHD5-PLIN5 inh – inhibitors of human ABHD5-perilipin-5 interaction; Q00G26+Q8WTS1; Split G. princeps luciferase complementation, luminescence, 4 h; inhibition, % at 4 µM; 360,000 tested, 0.78% active;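 active = inhibition above the mean inhibition across every tested compound plus 3 SD, cut at about 22% in these data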;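 note: 0% = DMSO only wells and the 100% control is not disclosed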
Target sequence (Q00G26 whole entry, looked up): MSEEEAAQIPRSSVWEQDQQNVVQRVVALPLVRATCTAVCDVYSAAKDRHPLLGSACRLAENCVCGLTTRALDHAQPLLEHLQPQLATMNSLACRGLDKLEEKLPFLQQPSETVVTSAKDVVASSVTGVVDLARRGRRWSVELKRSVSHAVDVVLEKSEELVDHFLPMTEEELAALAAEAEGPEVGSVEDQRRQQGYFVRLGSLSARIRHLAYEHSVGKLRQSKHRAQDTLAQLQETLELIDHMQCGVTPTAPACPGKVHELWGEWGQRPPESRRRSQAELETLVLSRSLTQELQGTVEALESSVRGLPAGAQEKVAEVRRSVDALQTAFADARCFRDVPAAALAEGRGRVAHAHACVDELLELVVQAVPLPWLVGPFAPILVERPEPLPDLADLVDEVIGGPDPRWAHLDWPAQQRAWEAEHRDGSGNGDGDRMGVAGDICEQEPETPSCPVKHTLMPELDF
Target sequence (Q8WTS1 whole entry, looked up): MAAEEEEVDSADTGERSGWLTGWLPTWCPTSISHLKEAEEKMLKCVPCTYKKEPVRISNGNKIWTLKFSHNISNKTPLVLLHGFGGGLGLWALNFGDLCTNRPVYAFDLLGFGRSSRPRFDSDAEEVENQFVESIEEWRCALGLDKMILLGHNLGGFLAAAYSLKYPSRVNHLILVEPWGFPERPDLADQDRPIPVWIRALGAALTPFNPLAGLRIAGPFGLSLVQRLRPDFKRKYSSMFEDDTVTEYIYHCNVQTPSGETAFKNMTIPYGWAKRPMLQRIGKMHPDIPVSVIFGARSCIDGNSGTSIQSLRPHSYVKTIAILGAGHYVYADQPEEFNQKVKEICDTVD
* marks the source's active call; other numbers are inactive results; ? = inconclusive; . = no result given. This is a subset; rates above refer to the full screens.

no.	SMILES	NOD2-RIPK2 inh	Granule exo inh	ABHD5-PLIN5 inh	aDG glyco act	Glyco luc inh	ABCB6 inh 2	MC4R barr agon	TLR9-MyD88 block	Vif imaging	MC4R antagonist
1	OCc1ccc(-c2cccc3nccn23)cc1	0	?	-5	-0.1	4	98	0.6	.	-5	14
2	Oc1ccc(Oc2ccc3c(C(F)(F)F)cc(C(F)(F)F)nc3n2)cc1	-8	2	-2	2.3	-2	89	15*	-8	-14	14
3	Cc1ccc(CNC(=O)CCCC(=O)Nc2cc(C)on2)cc1	-5	1	-1	-0.1	1	100	0.7	-5	21	4
4	CC1CCN(C(=O)COC(=O)c2ccc(N3CCCC3=O)cc2)CC1	6	5	6	-0.2	0	92	0.2	7	8	0
5	C/C(=N\NC(=O)c1ccccc1Cl)c1ccccn1	-13	-11	7	-0.3	-17	97	-3.1	-1	0	29*
6	O=C(COC(=O)Cc1cccc(C(F)(F)F)c1)NCc1ccco1	-6	0	17	0.0	-1	93	0.0	-8	10	3
7	CC(C)CC(=O)NC(=S)Nc1nc(-c2cccc3ccccc23)cs1	-17	-7	-5	0.4	-4	100	0.5	-2	-21	5
8	Cc1c(NC(=O)Nc2cccc(C#N)c2)c(=O)n(-c2ccccc2)n1C	-11	-21	-3	-0.1	1	98	-1.2	4	-4	5
9	CN1CCCCC1(C)C(=O)NCc1ccc(C(C)(C)C)cc1 (stereo not given)	-11	-4	4	-0.1	-1	99	0.4	.	-6	4
10	Cc1ccsc1C(=O)Nc1n[nH]c(C(F)(F)F)n1	-7	-2	0	0.0	3	97	-3.3	-11	-2	1
11	CN(C)S(=O)(=O)n1cc(/C=C(\NC(=O)c2ccccc2F)C(=O)N2CCCC2)c2ccccc21	0	5	-3	-0.5	0	95	0.5	-12	-4	22
12	CCOc1ccc(C(=O)CCCC(=O)c2ccc(OCC)cc2)cc1	1	-5	-7	0.0	0	98	0.3	-8	0	-2
13	CCOC(=O)N1CCN(CC(O)c2c[nH]c3ccc(OC)cc23)CC1 (stereo not given)	4	-4	-7	0.0	1	98	-0.9	-9	6	6
14	COc1ccccc1N1CCN(C(=O)CN2C(=O)C3CCCCC3C2=O)CC1 (stereo not given)	2	-1	-3	0.3	0	100	0.8	4	3	14
15	Cc1cc2ncn(N)c2cc1C	0	0	6	0.0	0	100	3.9	-9	13	6
16	CCC(C(=O)NC(C)CCc1ccco1)n1nc(C)n2c(cc3occc32)c1=O (stereo not given)	8	0	11	0.1	2	92	-0.9	-6	-6	-3
17	COc1ccc(-n2c(=S)[nH]c3[nH]ncc3c2=O)cc1	2	5	-5	0.0	2	96	-2.9	.	.	-4
18	COc1ccc(C(C)NC(=O)c2ccc(Cl)cc2)cc1OC (stereo not given)	-7	-1	-2	0.0	0	103	3.2	-10	8	3
19	NCCCC[C@H]1CNC(=O)C(=O)N1CCc1cccc(F)c1	-4	-5	-5	0.2	2	104	-3.0	-2	4	-4
20	CC(C)(C)NC(=O)C1CCC(CNS(=O)(=O)c2cccc3nsnc23)CC1 (stereo not given)	6	11	1	0.0	-1	104	-0.5	-4	4	-1
21	Cc1c(C(=O)N2CCC(C)CC2)oc2ccc3c(c12)C(O)CC1(CCCCC1)O3 (stereo not given)	3	-4	-22	0.0	-9	98	1.5	1	-10	-1
22	Cn1cccc1C(=O)OCC(=O)Nc1ccc2[nH]c(=O)[nH]c2c1	1	-2	-8	0.0	1	98	-1.1	-3	.	4
23	C/C(=N/N=C1/NC(=O)CC(C(=O)Nc2ccccc2)S1)c1cccs1 (stereo not given)	-10	-5	1	-0.4	0	103	-1.1	1	-2	-1
24	CCOc1cc(S(=O)(=O)NCc2ccccc2)ccc1Br	1	-1	-3	-0.1	0	105	0.1	1	4	1
25	CC(=O)c1ccc(N=Nc2c(C)[nH][nH]c2=O)cc1	-14	1	-3	0.0	7	98	-2.4	-9	8	-21
26	COc1ccc(C(=O)CC(=O)C(=O)Nc2cc(Cl)c(OC)cc2OC)cc1	-6	12	-1	0.3	2	97	1.0	-6	0	25
27	O=C(O)C1CCC(=O)N(C2CCCCC2)C1c1ccccc1Cl (stereo not given)	-15	1	-2	0.1	2	102	0.3	0	6	5
28	CCCCCCCC(=O)Nc1ccc(S(=O)(=O)Nc2nccs2)cc1	-2	-3	-6	-0.1	-2	103	2.2	-22	3	16
29	N=c1ccn(Cc2cccc(F)c2)cc1	-4	0	5	0.0	-1	100	1.4	.	5	18
30	CCCN(CCC)CCCNC(=O)c1cc2cc3ccc(OC)cc3nc2o1	-19	-1	6	0.3	9	113	-0.2	-5	.	7
31	O=C1NC[C@@H]2CCCN2C1=O	-5	-9	-4	-0.3	.	95	.	.	.	.
32	CC(C)c1ccc(C(=O)CN2C(=O)NC3(CCc4ccccc43)C2=O)cc1 (stereo not given)	12	5	-3	0.2	3	99	1.6	9	4	2
33	CCOc1cccc(OCCCOc2ccccc2)c1	-1	5	-7	0.2	2	105	-0.6	4	3	-6
34	C/C(=N\Nc1nc2ccccc2[nH]1)c1ccccn1	-2	0	-7	0.8	-13	98	-2.9	-4	15	-5
35	Cc1c(-c2ccc(F)cc2)nc(N)c(C#N)c1-c1cccs1	4	-2	-11	1.3	-1	103	4.3	13	1	7
36	COc1cc(-n2c(=O)c3ccccc3n(Cc3cccc(F)c3)c2=O)cc(OC)c1OC	5	4	-3	0.0	-1	100	-3.4	7	-17	9
37	CCc1ccc(N2CC34C=CC(O3)C(C(=O)OC(C)C)C4C2=O)cc1 (stereo not given)	-3	2	5	0.1	2	101	-1.0	-2	5	10
38	Cc1nn(CC(=O)NCc2ccco2)c(C)c1[N+](=O)[O-]	-5	6	-7	0.0	2	100	-2.2	4	0	0
39	COCCNC(=O)COc1ccc(Nc2ccccc2)cc1	0	1	-4	-0.2	1	97	-0.9	-10	0	0
40	Cc1ccc(NC(=O)COC(=O)c2nn(C)c(=O)c3ccccc23)cc1F	-4	5	0	-0.4	1	100	2.8	-15	10	9
41	CCc1cccc(CC)c1NC(=S)N(CCN(C)C)C(C)c1cccnc1 (stereo not given)	-2	4	1	-0.2	4	93	1.1	6	4	6
42	C=CCNC(=S)NCCO	6	3	1	0.1	1	103	0.3	-1	-2	7
43	Cc1cc(C(=O)OCn2nnc3ccccc3c2=O)c(C)n1-c1ccccc1	-4	-1	4	-0.1	-3	107	1.2	10	-8	6
44	COc1ccc(CN2CCNC(=O)C2CC(=O)N(C)CCC2CCOCC2)c(OC)c1 (stereo not given)	9	-3	-7	0.0	1	97	-3.1	-3	0	8
45	CNC(=O)c1ccccc1NC(=O)c1ccc(C)c(S(=O)(=O)N2CCCCC2)c1	2	-2	-4	-0.1	1	97	-2.0	-2	-10	-4
46	O=C(CCc1nnc(Cc2ccc(-c3ccccc3)cc2)o1)N1CCCC1	2	0	5	0.2	0	92	-3.3	3	-11	-2
47	Cc1ccc(-n2nc3c([n+]2[O-])CCc2nonc2-3)cc1	9	1	0	0.3	0	101	-1.2	10	-2	5
48	O=C(NCC1CC1)c1ccc2sc([C@H]3C[C@H](O)[C@@H](CO)O3)nc2c1	-9	6	-1	0.1	1	95	1.4	.	9	-9

Sorted by value in Granule exo inh (smallest number first): some entries from above
cpd	SMILES	Granule exo inh
44	COc1ccc(CN2CCNC(=O)C2CC(=O)N(C)CCC2CCOCC2)c(OC)c1 (stereo not given)	-3
43	Cc1cc(C(=O)OCn2nnc3ccccc3c2=O)c(C)n1-c1ccccc1	-1
46	O=C(CCc1nnc(Cc2ccc(-c3ccccc3)cc2)o1)N1CCCC1	0
37	CCc1ccc(N2CC34C=CC(O3)C(C(=O)OC(C)C)C4C2=O)cc1 (stereo not given)	2
42	C=CCNC(=S)NCCO	3
40	Cc1ccc(NC(=O)COC(=O)c2nn(C)c(=O)c3ccccc23)cc1F	5
48	O=C(NCC1CC1)c1ccc2sc([C@H]3C[C@H](O)[C@@H](CO)O3)nc2c1	6

One compound at a time, as listed above. Order of screens: NOD2-RIPK2 inh	Granule exo inh	ABHD5-PLIN5 inh	aDG glyco act	Glyco luc inh	ABCB6 inh 2	MC4R barr agon	TLR9-MyD88 block	Vif imaging	MC4R antagonist
CCc1ccc(N2CC34C=CC(O3)C(C(=O)OC(C)C)C4C2=O)cc1 (stereo not given) across the screens: -3	2	5	0.1	2	101	-1.0	-2	5	10
CCc1cccc(CC)c1NC(=S)N(CCN(C)C)C(C)c1cccnc1 (stereo not given) across the screens: -2	4	1	-0.2	4	93	1.1	6	4	6

Later entries
no.	SMILES	NOD2-RIPK2 inh	Granule exo inh	ABHD5-PLIN5 inh	aDG glyco act	Glyco luc inh	ABCB6 inh 2	MC4R barr agon	TLR9-MyD88 block	Vif imaging	MC4R antagonist
49	COc1cc(C(=O)NCC(c2ccco2)N2CCc3ccccc3C2)cc(OC)c1OC (stereo not given)	1	-2	-6	0.2	2	92	-1.6	-15	-1	8
50	Cc1ccnc(NC(=O)c2ccc(Cl)s2)c1	0	-3	-3	-0.5	-4	106	-3.8	-4	-5	0
51	O=C(Nc1cccc([N+](=O)[O-])c1)Nc1ccc2c(c1)CCC2	-7	8	9	1.2	-6	91	-0.7	-6	-29	-1
52	O=C(Cn1c(CCCO)nc2ccccc21)Nc1ccccc1-c1ccccc1	0	7	-1	-0.1	1	96	-1.1	7	2	2
53	O=C(NCc1cccnc1)c1cc(-c2cccs2)on1	-7	0	6	-0.5	5	99	0.8	9	2	0
54	Cc1cc(C(=O)CN2C(=O)CN(C)C2=O)c(C)n1-c1cccc(S(=O)(=O)N2CCOCC2)c1	1	0	8	0.2	0	96	-0.9	2	-6	-2
55	CC(Oc1ccc(F)cc1)C(=O)Nc1nc(-c2ccccn2)cs1 (stereo not given)	-5	0	-7	3.4	1	97	-7.5	-6	-14	2
56	O=C(OCC(=O)N1CCc2ccccc21)c1cccnc1Cl	-10	0	3	0.0	1	100	-0.9	1	-11	-6
57	Cc1ccc2oc(-c3ccc(NC(=O)c4ccncc4)cc3O)nc2c1	-5	-1	-4	-0.2	1	108	-3.8	2	0	-4
58	O=C(O)CCC(=O)N1N=C(c2cccs2)CC1c1cccc([N+](=O)[O-])c1 (stereo not given)	1	-3	0	0.1	1	98	-2.8	-2	1	9
